Assay outcomes deposited in PubChem BioAssay by National Center for Advancing Translational Sciences (NCATS).
IMPase Li inh: cell-permeable IMPase inhibitors with lithium potentiation. AID 1457. CHO-M1 cells, IP1 TR-FRET (IP-One), carbachol + lithium. 0.35% of 210,000 active. Potency, µM (highest dose often 59.4 µM), for inactives: top-dose activity, negative = IMPase inhibition, actives largely listed as inhibitors;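 note: IP1 builds up when IMPase is blocked and the TR-FRET signal falls; plate controls were basal vehicle for no effect and high inhibitor control for full effect; nearly all actives have a fitted effect of over 50% in size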
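Lithium-sensitised IP1 accumulation assay; M1-expressing CHO cells treated 30 min at 37C with compound. Competitive antibody detection by time-resolved FRET followed a 10 min room-temperature lysis step.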
GAA glycogen mod: inhibitors or activators of human alpha-glucosidase glycogen cleavage | recombinant GAA, glycogen substrate, Amplex Red glucose oxidase fluorescence | Potency, µM (highest dose often 76.4 µM), for inactives: at the highest dose activity change, negative = inhibition, actives largely listed as inhibitors | 0.38% of 300,000 active;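 note: 0% = full enzyme reaction and -100% = no-enzyme basal signal; the screen sought inhibitors and activators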
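Recombinant human enzyme (4 nM); glycogen substrate; 37 C, 40 min, pH 5.0. Readout: coupled glucose oxidase/Amplex Red fluorescence.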
RGS12 GoLoco inh: RGS12 GoLoco-Gai1 interaction inhibition | Gai1:RGS12 GoLoco peptide FP, rhodamine, 10 min | Potency, µM (titrated, usually from 61.6 µM), for the others: top-dose activity, negative = inhibition, actives largely listed as inhibitors | 0.44% of 230,000 active; active = well fitted inhibition curve with a large enough effect, not every such curve was filed as active; inactive = no such curve, though single readings can be large or run the other way; note: % is set by controls: 0 for no effect and ±100 for the full control effect; nearly all actives have a fitted effect of over 30% in size; many of its hits are not listed in these tables
Target sequence (P63096 whole entry, looked up): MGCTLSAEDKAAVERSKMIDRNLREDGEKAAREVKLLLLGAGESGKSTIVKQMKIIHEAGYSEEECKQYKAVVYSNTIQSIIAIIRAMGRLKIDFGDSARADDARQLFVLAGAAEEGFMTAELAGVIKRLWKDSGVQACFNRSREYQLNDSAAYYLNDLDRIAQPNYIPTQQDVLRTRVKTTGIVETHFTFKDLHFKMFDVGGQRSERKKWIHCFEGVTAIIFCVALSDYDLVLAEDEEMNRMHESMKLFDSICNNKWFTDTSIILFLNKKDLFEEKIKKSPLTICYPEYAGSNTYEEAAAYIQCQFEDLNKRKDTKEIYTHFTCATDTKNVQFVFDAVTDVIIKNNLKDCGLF
GAA spleen mod: inhibits or activates alpha-glucosidase in human spleen homogenate | human spleen homogenate, 4-MU-alpha-glucoside fluorescence | 0.006% of 240,000 active | Potency, µM (series often up to 79.9 µM), without a hit: at the highest dose activity change, negative = inhibition, usual class: inhibitors | P10253;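 note: 0% = enzyme with vehicle and -100% = no enzyme basal signal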
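Enzyme source: human spleen homogenate, 1 ug/well. Buffer 50 mM citric acid/K phosphate pH 5.0, 0.01% Tween-20. 4-MU-alpha-glucoside 1 mM; 37 C x 40 min; NaOH/glycine stop; fluorescence.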
GAA inh: inhibitors of human lysosomal alpha-glucosidase; purified human GAA, 4-MU-alpha-glucoside fluorescence; Potency, µM (doses to about 76.9 µM), without a hit: top-dose activity change, negative = inhibition, most hits filed as inhibitors; 0.005% of 200,000 active;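 note: plate controls were uninhibited enzyme wells for no effect and no-enzyme background for full effect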
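qHTS format, compound range up to 77 uM. Human lysosomal enzyme at 4 nM, 400 uM 4-MU glucoside substrate, pH 5.0, 20 min room temperature; fluorescence after alkaline stop gives activity normalized to controls.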
HTT aggregate: reduces HttQ103-GFP aggregates in PC12 cells. 1.1% of 220,000 active. PC12 HttQ103-GFP aggregates, Acumen cytometry, 40 h. AID 1688. Potency, µM (highest dose often 46.1 µM), for inactives: at the highest dose activity change, negative = inhibition, actives largely listed as inhibitors; note: % is set by controls: 0 for no effect and ±100 for the full control effect; nearly all actives have a fitted effect of over 60% in size
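Read-out: GFP aggregate count by laser scanning cytometer (488 nm excitation, 500-530 nm emission, 1–25 µm objects >6 SD above background). Cells: PC12, inducible HTTex1-Q103-GFP, 100 nM tebufenozide; compounds titrated.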
HTT ATP protect: cytoprotection in Huntington HTT-Q103 PC12 cell model; PC12 HTT-Q103 induced, cytoprotection, ATP luminescence, 40 h; Potency, µM (top dose mostly 56.4 µM), without a hit: cytoprotection (ATP increase), most hits filed as activators; 0.14% of 230,000 active; AID 1471;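 note: % of control where 0% means no effect; nearly all actives have a fitted effect of over 45% in size; toxic huntingtin expression switched on by the ecdysone agonist tebufenozide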
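PC12 cells stably carrying ecdysone-inducible Htt exon 1 (Q103)–GFP were induced with 100 nM tebufenozide (final) alongside library compounds in a dose series. Cytoprotection was scored as retained ATP by ATPlite luminescence.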
* hit, by the source's call; ? = inconclusive; . = no result given; [ ] = dose if it differs, or a comment. Unless noted, calls come from the whole dose curve; as a rule, active = well fitted curve in the direction sought with a large enough effect; inconclusive = small, poorly fitted or top-dose-only effect, or another doubt; inactive = no such curve, though single readings can be large; an effect the other way counts as inactive or inconclusive. Potency is the fitted concentration of half-maximal effect.

SMILES | IMPase Li inh | GAA glycogen mod | RGS12 GoLoco inh | GAA spleen mod | GAA inh | HTT aggregate | HTT ATP protect
CCN(CC)CCN(Cc1cc2cc3c(cc2[nH]c1=O)OCCO3)C(=S)NCC1CCCO1 (centres undefined) | 6% | 2% | 145%[activator] | 2% | 0% | . | .
COc1ccccc1Cc1nc(-c2ccc(C)cc2)no1 | 33%[activator][38.3 µM] | 2% | 3% | -8% | 1% | -27% | -20%[0.074 µM]
O=C(CSCCO)Nc1ccc(C23CC4CC(CC(C4)C2)C3)cc1 | 8% | 2% | 5% | -9% | 1% | 0% | 5%[10 µM]
Cn1c(C(=O)N2CCN(c3ncccn3)CC2)cc2c(=O)n(C)c3ccccc3c21 | -1%[38.3 µM] | 2% | 2% | -2% | -5% | 1% | -7%
Cc1cc(NC(=O)COC(=O)c2ccco2)no1 | -4% | 24% | 9% | 2% | 5% | -14%[9.22 µM] | -36%[inhibitor][1.9 µM]
CC(=O)c1c(C(=O)O)[nH]c(C(=O)O)c1C | -6% | -5% | 1% | -7% | -3% | 16% | -29%
CCN(CC)CCCNC(=O)C1CCN(C(=O)c2cc3sccc3n2Cc2ccc(F)cc2)CC1 | 21%[38.3 µM] | -5% | 1% | -15% | -3% | 13% | 1%[10 µM]
COc1cc(C(CC(=O)O)n2cnnn2)ccc1OC(C)C (centres undefined) | 0% | 0% | -11% | 2% | 7% | -9% | 3%
COCCNC(=O)CNC(=S)N(CCCN1CCOCC1)Cc1cccs1 | 7% | 4% | 5% | 0% | 6% | 19% | -26%
CC(=O)N(C(C)=O)c1c(N2CCOCC2)c2ccccc2oc1=O | 13%[38.3 µM] | 0% | -1% | -7% | -13% | 0% | -7%[0.074 µM]
COc1ccc(S(=O)(=O)N(C)C)cc1NC(=O)COC(=O)CC1CCCC1 | 20% | -5% | 56%[activator] | 3% | -1% | 7% | -45%
CC(C)[C@@H](CC(=O)N[C@@H]1CCCC[C@H]1C(=O)N[C@H](CC(=O)N[C@@H](CCC(=O)O)CC(=O)O)Cc1ccccc1)NC(=O)C[C@H](CO)NC(=O)[C@@H]1CCCC[C@H]1N | 0% | . | -2% | 1% | . | . | 7%[1.9 µM]
COc1cccc(C(=O)C2CCCN(Cc3ccc(OC)c(Cn4cncn4)c3)C2)c1 (centres undefined) | . | 1% | 2% | -8% | . | 23%[9.22 µM] | 16%[10 µM]
O=C(N/C(=C/c1cccs1)c1nc2ccccc2[nH]1)c1ccccc1 | 3%[38.3 µM] | 0% | 3% | -3% | 10% | -1% | -87%[inhibitor]
CC(=O)Nc1ccc(C(=O)Nc2nc(-c3cc(C)n(Cc4ccccc4)c3C)cs2)cc1 | -3% | 17% | 28% | 4% | 6% | 6% | 41%[10 µM]
CCCNC(=O)N1CCC(C(=O)c2ccc(Cl)cc2)CC1 | 0%[38.3 µM] | 9% | -14% | 8% | -5% | -19% | ?
O=c1c(-c2ccccc2)nc2cnc(Oc3ccccc3)nc2n1C1CC1 | 7% | . | 7% | 10% | . | . | 10%
CCCN(Cc1cc(=O)[nH]c2ccccc12)C(=O)CC | . | 3% | 3% | -2% | -5% | -8%[9.22 µM] | -13%[10 µM]
CCOC(=O)C1=C(C)N=C2SCCC(=O)N2C1c1ccc(OC)cc1 (centres undefined) | 27% | 2% | 13% | 3% | 6% | 24%[9.22 µM] | 30%[10 µM]
COCCCNC(=S)NNC(=O)c1ccc(C(C)(C)C)cc1 | . | -28% | -1% | 3% | -10%[15.4 µM] | 0%[9.22 µM] | 23%[10 µM]
O=C1CN(c2nc3nonc3nc2N2CCCCC2)CCN1 | -5% | 1% | 20% | 2% | -8% | 21%[9.22 µM] | 13%[10 µM]
C/C(=N/OC(=O)c1c(F)cccc1F)c1nccs1 | -1% | 1% | -5% | -1% | 3% | -7% | -3%[10 µM]
O=S(=O)([O-])CCC[N+]1(CC#Cc2ccccc2)CCCCC1 | -4% | -1% | -4% | -3% | 5% | -3% | -14%
CC(C)N=C1NN=C(c2ccc(Cl)c(Cl)c2)CS1 | -5% | 1% | 7% | -7% | -12% | -7% | 14%
CCOC(=O)c1cn(Cc2ccccc2)nn1 | 15% | -4% | -11% | 5% | 4% | -5% | 2%[10 µM]

Given with values under each structure: part of the list above
Each structure is followed by: IMPase Li inh	GAA glycogen mod	RGS12 GoLoco inh	GAA spleen mod	GAA inh	HTT aggregate	HTT ATP protect
> CCN(CC)CCN(Cc1cc2cc3c(cc2[nH]c1=O)OCCO3)C(=S)NCC1CCCO1 (centres undefined)
 : 6%	2%	145%[activator]	2%	0%	.	.
> COc1ccccc1Cc1nc(-c2ccc(C)cc2)no1
 : 33%[activator][38.3 µM]	2%	3%	-8%	1%	-27%	-20%[0.074 µM]
> O=C(CSCCO)Nc1ccc(C23CC4CC(CC(C4)C2)C3)cc1
 : 8%	2%	5%	-9%	1%	0%	5%[10 µM]
> Cn1c(C(=O)N2CCN(c3ncccn3)CC2)cc2c(=O)n(C)c3ccccc3c21
 : -1%[38.3 µM]	2%	2%	-2%	-5%	1%	-7%
> Cc1cc(NC(=O)COC(=O)c2ccco2)no1
 : -4%	24%	9%	2%	5%	-14%[9.22 µM]	-36%[inhibitor][1.9 µM]
> CC(=O)c1c(C(=O)O)[nH]c(C(=O)O)c1C
 : -6%	-5%	1%	-7%	-3%	16%	-29%
> CCN(CC)CCCNC(=O)C1CCN(C(=O)c2cc3sccc3n2Cc2ccc(F)cc2)CC1
 : 21%[38.3 µM]	-5%	1%	-15%	-3%	13%	1%[10 µM]
> COc1cc(C(CC(=O)O)n2cnnn2)ccc1OC(C)C (centres undefined)
 : 0%	0%	-11%	2%	7%	-9%	3%
> COCCNC(=O)CNC(=S)N(CCCN1CCOCC1)Cc1cccs1
 : 7%	4%	5%	0%	6%	19%	-26%
> CC(=O)N(C(C)=O)c1c(N2CCOCC2)c2ccccc2oc1=O
 : 13%[38.3 µM]	0%	-1%	-7%	-13%	0%	-7%[0.074 µM]

Following part:
SMILES | IMPase Li inh | GAA glycogen mod | RGS12 GoLoco inh | GAA spleen mod | GAA inh | HTT aggregate | HTT ATP protect
Cc1ccc(NC(=O)N(CCC(=O)O)Cc2ccccc2)cc1 | . | 3% | 1% | -5% | 4% | 10%[9.22 µM] | 1%[10 µM]
Oc1ccccc1-c1nnc(COc2ccc(Cl)cc2Cl)o1 | 6%[38.3 µM] | -3% | -4% | -8% | 0% | -13% | -22%
Cc1cccc(Cn2c(C(C)(C)C)cc3cccnc32)c1 | 55%[activator][38.3 µM] | 0% | 10% | -11% | ? | 12% | 5%[10 µM]
CCC(C)C1NC(=O)C(Cc2ccc(O)cc2)NC(=O)C(N)CSSCC(C(=O)N2CCCC2C(=O)NC(CC(C)C)C(=O)NCC(N)=O)NC(=O)C(CC(N)=O)NC(=O)C(CCC(N)=O)NC1=O (centres undefined) | . | . | . | -3% | . | 1% | 8%
C=CCn1c(Cc2cccs2)nnc1SCC(=O)c1ccc(F)cc1 | 4%[38.3 µM] | 3% | 8% | 1% | -5% | 29% | -6%
COc1ccccc1-c1nc(NCCc2cnc[nH]2)c2ccccc2n1 | 19% | . | 3% | 1% | . | . | -28%
O=C(Oc1ccc(OC(=O)C2CCC2)cc1)C1CCC1 | -7% | -3% | -14% | -4% | 9% | ? | .
O=C(COC(=O)Cn1cnc2ccccc2c1=O)Nc1cc(Cl)ccc1[N+](=O)[O-] | 2% | 10% | 1% | -8% | 1% | 9% | 8%[0.074 µM]
CCCCCc1c(C)nc(N2CCc3ccccc3C2)[nH]c1=O | 12%[38.3 µM] | 6% | -4% | -5% | 1% | -8% | -8%
CCSc1nnc(C)c2ccccc12 | ? | -12% | 3% | -6% | -2% | 12% | 8%
COc1ccc(OC)c(S(=O)(=O)n2cnc3cc(C)c(C)cc32)c1 | 16%[38.3 µM] | 1% | 6% | 3% | ? | 5% | -3%
COc1ccc(-c2nnc3n(CCc4ccccc4)c(=O)c4ccccc4n23)cc1OC | . | -4% | . | -13% | 5% | 3% | -23%[10 µM]
Cc1nn(Cc2c(F)c(F)c(F)c(F)c2F)c(C)c1NC(=O)c1c([N+](=O)[O-])c(C)nn1C | 33%[38.3 µM] | 13% | 2% | -5% | 0% | -11% | 13%
O=C(CCCCl)NC(=S)Nc1ccc(N2CCOCC2)cc1 | . | -21% | 7% | 1% | . | 5%[9.22 µM] | 10%[10 µM]
CC(=O)Nc1cccc(NC(=O)CCn2c(=O)sc3ccccc32)c1 | 23%[38.3 µM] | -1% | 12% | -6% | -6% | -15% | -9%
O=C(CCc1ccccc1)NCc1cccnc1 | -12%[38.3 µM] | 22% | 10% | -4% | 3% | 4% | 19%
COc1ccccc1CNc1ncncc1-c1ccc(N(C)C)cc1 | 5% | . | -12% | 1% | . | . | -4%
CCCOc1ccc(N2C(=O)CC(NCCNc3ccc(S(=O)(=O)CC)cc3)C2=O)cc1 (centres undefined) | 28%[38.3 µM] | -2% | 8% | 2% | 2% | 9% | -67%[inhibitor][10 µM]
CCCCN(CC)C(=O)Cn1cnc2ccc(S(=O)(=O)N3CCC(C)CC3)cc2c1=O | 4% | -3% | -1% | -6% | -12% | 21% | -11%[10 µM]
NNc1nc(-c2ccccc2)nc2sc3c(c12)CCCC3 | 5% | ? | 5% | 1% | 3% | -4% | -16%[10 µM]
CS(=O)(=O)Nc1ccc(C(=O)NCCc2ccccc2)cc1 | 3%[38.3 µM] | -1% | -5% | -22% | -3% | -6% | 10%[1.9 µM]
COc1ccccc1C(=O)NCC(=O)N/N=C/c1cccc(Cl)c1 | -8% | 5% | 3% | 1% | -4% | -8% | -3%
COc1ccc2nc(SCC(=O)Nc3ccc4c(c3)CCC4)[nH]c2c1 | -1% | -10% | 13% | 0% | -14% | -1% | -7%[10 µM]
COc1ccccc1NS(=O)(=O)c1cc(NC(=O)C(C)C)ccc1N1CCCCC1 | 4% | -5% | -6% | 4% | -1% | -7% | -9%
CCn1c(NCc2cc(Br)ccc2NS(=O)(=O)c2ccc(C)cc2)nc2ccccc21 | -5%[38.3 µM] | -5% | -1% | -4% | -11% | ? | -81%[inhibitor]
CCCC(=O)N1CCN(c2ccc(NC(=O)c3ccc([N+](=O)[O-])o3)cc2)CC1 | -14% | -5% | 3% | . | 4% | 22µM* | -73%[inhibitor]
CCOc1ccc(NC(=O)CCN2CCN(c3ccccc3)CC2)cc1 | 17%[38.3 µM] | 1% | 3% | -17% | -2% | 16% | 11%[10 µM]

Only part of the results is shown; count on the stated rates, not on these rows.
